Mito fusion yeast = mitochondrial division inhibition or fusion activation; S. cerevisiae fusion-defective mutant growth rescue, CellTiterGlo 48 h; Potency, µM (titrated, usually from 46.1 µM), for the others: at the highest dose growth rescue (activation), usual class: activators; 0.23% of 320,000 active;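 also: potency is read from the fitted curve at half-maximal effect; % of control where 0% means no effect; nearly all actives have a fitted effect of over 45% in size; temperature-sensitive fusion mutants such as fzo1-1 at 37 °C on non-fermentable ethanol glycerol medium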
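Read-out: ATP-based luminescence (CellTiterGlo, 10 min ambient) reporting growth of fusion-defective ts yeast after 48 hours at 37C on glycerol/ethanol YPEG medium in the presence of compound.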
PTAP TSG101 blk = blocks PTAP/TSG101 interaction to inhibit HIV-1 budding; Q99816; Fluorescence polarization, FITC-PTAP peptide / Tsg101 binding; Potency, µM (doses to about 115 µM), without a hit: top-dose activity change, negative = inhibition, actives largely listed as inhibitors; 340,000 tested, under 10 active; active = well fitted inhibition curve with a large enough effect in the main read-out, with a control signal flat, not every such curve was filed as active; inconclusive = small, poorly fitted or top-dose-only effect, or effect the other way, or a change in a side signal; inactive = no such curve, though single readings can be large or run the other way; also: potency is read from the fitted curve at half-maximal effect; % of control where 0% means no effect
Target sequence (Q99816 whole entry, looked up): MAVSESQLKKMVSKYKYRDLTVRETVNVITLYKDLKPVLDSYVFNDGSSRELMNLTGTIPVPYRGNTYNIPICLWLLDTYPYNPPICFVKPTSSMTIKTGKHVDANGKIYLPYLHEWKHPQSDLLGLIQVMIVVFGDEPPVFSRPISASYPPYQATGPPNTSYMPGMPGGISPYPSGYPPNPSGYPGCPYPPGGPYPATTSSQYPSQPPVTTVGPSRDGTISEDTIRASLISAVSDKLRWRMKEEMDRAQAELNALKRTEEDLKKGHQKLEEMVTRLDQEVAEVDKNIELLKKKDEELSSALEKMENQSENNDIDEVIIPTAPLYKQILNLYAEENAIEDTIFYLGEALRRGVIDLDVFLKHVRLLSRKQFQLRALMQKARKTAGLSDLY
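Fluorescence anisotropy tracks displacement of a FITC-tagged PTAP peptide (50 nM) from the Tsg101 binding domain (10 uM), following a 20 min room-temperature incubation at pH 7.5.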
Tb PFK inh = T. brucei PFK enzyme inhibition | T. brucei PFK, ADP-Glo luminescence | Potency, µM (series often up to 57.5 µM), without a hit: top-dose activity, negative = inhibition, most hits filed as inhibitors | O15648 | 0.17% of 330,000 active;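 also: potency is read from the fitted curve at half-maximal effect; 0% = uninhibited 1x PFK enzyme wells and -100% = no-enzyme wells; nearly all actives have a fitted effect of over 60% in size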
Target sequence (O15648 whole entry, looked up): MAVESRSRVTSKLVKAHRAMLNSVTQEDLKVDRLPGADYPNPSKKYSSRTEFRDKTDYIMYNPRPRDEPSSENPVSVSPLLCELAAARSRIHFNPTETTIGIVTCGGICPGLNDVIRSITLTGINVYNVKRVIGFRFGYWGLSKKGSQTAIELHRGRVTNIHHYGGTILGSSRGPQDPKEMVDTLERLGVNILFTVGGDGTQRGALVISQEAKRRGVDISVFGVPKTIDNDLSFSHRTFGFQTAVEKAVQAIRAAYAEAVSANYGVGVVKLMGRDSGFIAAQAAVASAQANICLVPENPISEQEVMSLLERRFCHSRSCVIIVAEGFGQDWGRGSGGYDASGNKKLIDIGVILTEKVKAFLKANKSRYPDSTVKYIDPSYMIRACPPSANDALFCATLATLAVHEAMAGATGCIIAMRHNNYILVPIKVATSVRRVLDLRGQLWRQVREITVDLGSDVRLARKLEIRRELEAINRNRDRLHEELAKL
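Compounds were pin-transferred as a titration series up to 57 uM into substrate buffer (0.5 mM F6P, 0.1 mM ATP, pH 8.0), then 1.25 nM PFK was added and reactions ran 45 min before ADP-Glo detection.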
TSHR antag = blocks TSH signaling through the human TSH receptor | P16473 | TSHR-expressing cells, TSH-stimulated cAMP HTRF, 2 h; active compounds read low | activity change, negative = inhibition, % at 11.5 µM | 0.2% of 330,000 active;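 active = activity change below a set negative limit, meaning inhibition stronger than a set level, cut at about -70% in these data; inconclusive = activity change between two set negative limits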; also: % is scaled to controls: 0 for no effect and ±100 for the full control effect
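Freshly harvested TSHR cells receive pin-tooled compound, then EC80 TSH at 4nM final. After 2 hours at 37 deg C, antibody in lysis buffer and cAMP-d2 are added; 30 minutes at ambient temperature precede the HTRF read.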
A-T KAP1 phos = potential ataxia-telangiectasia treatments restoring KAP-1 phosphorylation | […] A-T fibroblasts, KAP-1 phosphorylation AlphaLISA; neocarzinostatin DNA damage 30 min before lysis | 0.19% of 320,000 active | Potency, µM (top dose mostly 57.5 µM), for the others: at the top dose activation, most hits filed as activators; also: potency is read from the fitted curve at half-maximal effect; % of control where 0% means no effect; nearly all actives have a fitted effect of over 45% in size
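hTERT-immortalized A-T patient fibroblasts ([…]), 500 cells/well in OPTI-MEM, 1% FBS, got compounds for 60 min, then NCS for 30 min at 37C. Lysates were then assayed for phospho-KAP-1 by AlphaLISA (anti-pKAP1 donor, anti-KAP1 acceptor beads), 6 hr at 25C.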
S-ASM inh = human S-ASM enzyme inhibition; P17405; placental ASM, HMU-PC fluorogenic substrate, 60 min; Potency, µM (highest dose often 57.5 µM), for inactives: at the top dose activity change, negative = inhibition, hits mostly inhibitors; 0.006% of 340,000 active; AID 504937; also: potency is read from the fitted curve at half-maximal effect
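Human placenta-derived ASM preincubated with compound 10 min at room temperature, then reacted with 9 uM (final) fluorogenic HMU-PC substrate for 60 min at 37 C. Stop solution raises pH to 10; fluorescence read at Ex 386/Em 447 nm.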
ELG1 repair inh = blocks ELG1-dependent DNA repair in HEK293T cells; HEK293T ELG1-luciferase reporter, luminescence, 16 h; DNA damage induced by 5-fluorouridine; Potency, µM (top dose mostly 46.1 µM), for inactives: at the top dose activity change, negative = inhibition, usual class: inhibitors; 2.3% of 330,000 active; AID 504467; also: potency is read from the fitted curve at half-maximal effect; % is scaled to controls: 0 for no effect and ±100 for the full control effect; nearly all actives have a fitted effect of over 55% in size
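Reporter activity after DNA damage by 5-fluorouridine is monitored. Compound-treated cells incubate 16 hr at 37 °C, then ONE-Glo is added for 30 min before luminescence reading.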
Eya2 phos inh = inhibitors of human Eya2 phosphatase activity. O00167. recombinant Eya2, OMFP fluorescence dephosphorylation (OMFP is methylfluorescein phosphate). Potency, µM (highest dose often 76.9 µM), for the others: at the top dose activity, negative = inhibition, hits mostly inhibitors. 0.006% of 330,000 active. AID 488837; also: potency is read from the fitted curve at half-maximal effect; % is scaled to controls: 0 for no effect and ±100 for the full control effect
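Eya2 (0.2 uM) preincubated 10 min at ambient with compound, then OMFP substrate added at 50 uM; 10 min reaction in 50 mM HEPES pH 7.5, 50 mM NaCl, 5 uM MgCl2, 0.05% BSA, 1 mM DTT. Fluorescence read at Ex 485/Em 525 nm.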
Integrin act MD = integrin-mediated muscular dystrophy alleviation activation; alpha7betagal myoblasts, beta-gal FDG fluorescence, 48 h; AID 624291; Potency, µM (doses to about 38.3 µM), without a hit: at the highest dose activation, usual class: activators; 0.064% of 350,000 active;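 also: potency is read from the fitted curve at half-maximal effect; 100% = response of the positive control SU9516; nearly all actives have a fitted effect of over 60% in size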
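alpha7betagal+/- myoblasts (passage 13, 250/well) treated 48 h at 37C with compounds at 1:260 dilution of DMSO stock. Lysed, then beta-galactosidase activity read as FDG fluorescence (ex 480/em 540) after 30 min, with pre-read for autofluorescence.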
Chronic BCR inh = inhibitors of chronic active B-cell receptor signaling. Potency, µM (doses to about 46.1 µM), for the others: at the highest dose ratio change, negative = lower green/red ratio, hits mostly inhibitors. 0.05% of 340,000 active. ABC-DLBCL IkBa-CBG/CBR reporter, luminescence ratio, 4 h; active = well fitted inhibition curve with a large enough effect in the signal ratio, with a control signal flat, not every such curve was filed as active; inconclusive = small, poorly fitted or top-dose-only effect, or effect the other way, or a change in a side signal; the % refers to the signal ratio;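 also: potency is read from the fitted curve at half-maximal effect; plate controls were basal doxycycline-induced cells for no effect and cells given 10 µM MG132 for full effect; MG132 reads +100%, hits lower the ratio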
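Compounds up to 46 uM were incubated four hours with TMD8 cells whose green CBG68 luciferase is fused to IkappaBalpha; red CBR luminescence normalised the signal, and concentration-effect curves were fitted to fusion, red and ratio data.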
TCR act = activates T cell receptor signaling; 330,000 tested, under 10 active; Potency, µM (titrated, usually from 9.22 µM), for inactives: top-dose activation of IL-2 secretion, hits mostly activators; AID 504894; primary human leukocytes, anti-CD3, IL-2 HTRF, 48 h; also: % of control where 0% means no effect
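Activity was scored as IL-2 release from primary human leukocytes given only a TCR signal (a-CD3 beads) plus compound for 48 hr. Detection used a two-antibody HTRF format read at 665nm.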
An asterisk follows results filed as active; i = inactive; ? = inconclusive; . = no result given; & = joins results of further samples; [ ] = another dose, or the depositor's remark. Unless noted, calls follow the shape of the dose curve; as a rule, active = well fitted curve in the direction sought with a large enough effect; inconclusive = small, poorly fitted or top-dose-only effect, or another doubt; inactive = no such curve, though single readings can be large; an effect the other way counts as inactive or inconclusive. Random draw from the library, and some 3.2% of all compounds hit somewhere here.

SMILES | Mito fusion yeast | PTAP TSG101 blk | Tb PFK inh | TSHR antag | A-T KAP1 phos | S-ASM inh | ELG1 repair inh | Eya2 phos inh | Integrin act MD | Chronic BCR inh | TCR act
CCOc1ccc(CNC23CN4CN(CN(C4)C2)C3)cc1 | 2.9% | -1.5% | 6.3% | -14.4 | 2.3% | 1.9% | 1.0% | -2.4% | 42.7% | 2.7% | .
COc1ccc2[nH]c3c(=O)n(CCc4ccccc4)cnc3c2c1 | 5.1% | -2.1% | 0.9% | 12.6 | 4.1% | 9.0% | 0.0% | 8.2% | ? | ? | -10.2%
O=C(Oc1c(CN2CCOCC2)cc(Cl)c2cccnc12)c1ccc(F)cc1 | 10.2% | 4.0% | -9.2% | -12.1 | . | -1.0% | ? | -31.7% | -65.0%[inhibitor] | ? | -0.4%
COc1ccc(N(C)S(=O)(=O)c2cccc(C(=O)Nc3ccc(-n4cnnn4)cc3)c2)cc1 | -0.8% | -10.6% | 3.3% | -32.4 | 8.2% | -11.3% | 18.4µM* | -1.1% | -51.1%[inhibitor] | ? | 9.2%
CC(=O)Nc1ccc(C2Nc3ccccc3C(=O)N2C2CCCCC2)cc1 (stereo not drawn) | -1.8% | -1.4% | 0.7% | -5.1 | -6.4% | 74.5%[activator] | -11.8% | -3.5% | -9.7% | -2.7% | -4.5%
O=c1cc(NS(=O)(=O)c2ccccc2)nc(SCc2ccc(Cl)cc2)[nH]1 | 2.9% | 0.2% | ? | 7.8 | . | -2.5% | ? | -3.6% | 0.7% | -1.6% | -4.6%[46.1 µM]
COc1ccc(-c2cn3nc(SCC(=O)NC4CCCCC4)ccc3n2)cc1 | -4.8% | -2.3% | 0.0% | 9.4 | -4.2% | i | ? | -0.8% | 4.4% | -4.0% | 0.9%
Cc1nc2ccc(Cl)cn2c1C(=O)NN | -0.3% | -1.2% | -3.1% | -9.0 | -4.5% | 2.6% | 5.1% | -4.1% | -25.4% | -0.3% | 8.1%
CSc1ccc(/C=C/C(=O)N2CCCN(C)CC2)cc1 | -0.2% | 2.2% | 1.7% | 0.3 | 2.0% | 14.4% | ? | 2.5% | -5.9% | -0.1% | 4.0%
Cc1ccc(Nc2nc3ccccc3[nH]2)nc1 | 12.7% | -0.6% | 0.0% | 8.5 | 0.8% | 2.2% | ? | 3.4% | -43.5% | . | -2.2%[46.1 µM]
Cc1nc2sccn2c(=O)c1S(=O)(=O)Nc1ccc(N2CCN(S(C)(=O)=O)CC2)cc1 | -27.0% | 0.6% | -1.7% | 20.7 | 0.7% | -2.0% | 9.2µM* | 16.0% | 2.4% | -16.9% | 6.6%
CCCC(=O)N1CC(=O)Nc2ccc(Br)cc2C1c1ccc(F)cc1 (stereo not drawn) | -12.8% | -5.0% | ? | -7.5 | -11.8% | -3.7% | -0.2% | -7.4% | 8.9% | -1.4% | 3.3%
O=C(CNC(=O)c1cccc(F)c1)OCCOc1cccc(Cl)c1 | 7.6% | -3.1% | -11.1% | -2.2 | 8.0% | -2.3% | 2.9% | -25.1% | 17.3% | 4.2% | -1.4%
O=C(O)c1ccc(CNCc2cccc(Cl)c2Cl)cc1 | 1.3% | -2.7% | -9.8% | -1.3 | 4.1% | -0.3% | 12.6% | 9.0% | -30.0% | 1.0% | 0.0%
NS(=O)(=O)c1ccc(N=Nc2c(O)ccc3ccccc23)cc1 | -1.1% | -4.4% | -2.4% | -1.9 | -2.6% | -5.2% | -5.8% | 10.3% | -12.1% | ? | .
O=C(CSc1n[nH]c(-c2ccc(Br)cc2)n1)N1CCOCC1 | . | 0.5% | 0.0% | 6.1 | 5.3% | -5.5% | 5.7% | 2.5% | 7.9% | ? | 3.5%
Cc1cc(Cl)c(S(=O)(=O)N(C)C)cc1OCC(N)=O | -2.0% | -6.4% | -0.1% | -2.6 | . | -1.7% | 6.6% | 4.5% | 5.4% | 1.4% | 1.0%[46.1 µM]
CCc1ccc(N2CC(C(=O)OCC(=O)Nc3ccc([N+](=O)[O-])cc3)CC2=O)cc1 (stereo not drawn) | -2.0% | -0.8% | -1.9% | -8.5 | 3.0% | -8.9% | 11.8% | -5.3% | 12.7% | ? | -2.1%
CCc1cccc(NC(=O)COC(=O)C2CCN(c3ccc(C(F)(F)F)cn3)CC2)c1 | 2.3% | -0.4% | 6.2% | 3.4 | -3.9% | -15.7% | 5.7% | -30.7% | -11.5% | -3.4% | 5.9%
COc1cc(CN2CCC(Oc3cc(C(=O)NC4CC4)ccc3OC)CC2)cc(OC)c1 | -4.5% | -0.8% | 1.8% | 18.7 | -2.7% | 3.0% | 0.0% | 4.6% | 11.0% | 0.4% | -1.5%
COC(=O)c1ccc(C2NC(C(=O)O)CS2)cc1 (stereo not drawn) | -0.5% | -4.0% | 3.2% | 13.3 | -0.5% | -5.1% | 0.0% | -2.7% | 0.9% | -7.5% | 0.8%
CC[C@]1(C(=O)OC)[C@H]2C(=O)N(C)C(=O)[C@H]2[C@H]2CN(C)C(=NC3CCCCC3)N21 | . | 3.6% | 0.4% | -2.7 | -61.3%[inhibitor] | 3.6% | 10.3% | 3.0% | -4.3% | 0.8% | 0.0%[46.1 µM]
CCOC(=O)c1ccccc1NC(=O)CSc1nnc(C(C)C)n1CC | 1.1% | -2.5% | -2.1% | 0.3 | -1.8% | -0.5% | -12.4% | 9.3% | -10.8% | 5.9% | -1.8%[46.1 µM]
O=C(Nc1nc2ccccc2s1)c1ccc([N+](=O)[O-])o1 | 8.3% | -3.9% | 1.3% | 0.2 | -6.0% | -1.7% | ? | -1.3% | -4.5% | ? | -2.2%
CC(=O)NCc1ccc(S(=O)(=O)N/N=C/c2ccccc2)cc1 | -2.7% | -0.2% | -7.2% | 2.6 | -3.9% | 4.4% | 0.8% | -1.0% | 14.7% | -6.5% | -1.7%[46.1 µM]
CCn1cc(C(=O)O)c(=O)c2cnc(N3CCN(C(=S)Nc4ccccc4C(F)(F)F)CC3)nc21 | -1.1% | 0.0% | -1.3% | -1.7 | -12.1% | -3.0% | 14.6µM* | -1.3% | 15.1% | 7.6% | 3.3%
CC(=O)c1ccc(-n2c(C)c(C(C)=O)c3cc(O)ccc32)cc1 | 0.6% | -4.6% | -0.6% | -1.6 | 18.2% | 22.9% | 2.06µM* | -1.8% | 8.6% | 1.6% | 2.0%
Cn1c(SCC(=O)Nc2ccc(F)cc2)nc2c([nH]c3ccccc32)c1=O | -3.0%&0.4% | -2.5% | -2.1% | -5.4 | -1.1% | -1.4% | ? | ? | -11.7% | 1.3%&5.0% | 2.8%
N#Cc1ccc(Cl)cc1NC(=O)COC(=O)c1ccc(S(=O)(=O)N2CCCC2)cc1 | -1.3% | -5.3% | -1.3% | -4.4 | 7.4% | -2.0% | -28.6% | 0.6% | 14.3% | ? | 2.9%
COc1ccc(O)c(/C=N/NC(=O)c2ccc(CSc3nc(C)cc(C)n3)cc2)c1 | -0.5% | -0.2% | -7.6% | -18.9 | -21.3% | -2.7% | . | -2.0% | -0.6% | -10.9% | 3.5%[46.1 µM]
Cc1ccc(S(=O)(=O)NC(=O)NCc2ccccn2)cc1 | 3.2% | -0.9% | -5.1% | -10.7 | -3.6% | -3.2% | -16.4% | 15.0% | 26.7% | -0.1% | 0.0%
Cc1ccccc1NC(=O)c1cnn(-c2ccccc2)c1NC(=O)c1ccco1 | -1.7% | -1.2% | -2.9% | -5.8 | 11.0% | 1.4% | -19.0% | 6.7% | -12.2% | -7.3% | .

Taken from above.
Tb PFK inh result of O=C(Nc1nc2ccccc2s1)c1ccc([N+](=O)[O-])o1 reads 1.3%
TSHR antag result of COc1ccc(O)c(/C=N/NC(=O)c2ccc(CSc3nc(C)cc(C)n3)cc2)c1 reads -18.9
